Bioassay records as filed in PubChem BioAssay.
FBW7 activator: human FBW7 E3 ligase activation, primary screen; AID 1259310; Q969H0; AlphaScreen FBW7–phospho-cyclin E peptide binding, activator screen; normalized activity (activation), % at 26.1 µM; 650,000 tested, 0.13% active; in the data active = normalized activity above about 1.9%;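 note: purified mutant Fbw7 with reduced substrate affinity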
GPR151 ag: human GPR151 activation | Q8TDV0 | PathHunter beta-arrestin GPR151 cells, luminescence | activation, % at 11.2 µM | 650,000 tested, 1% active | AID 1508602; in the data active = activation above about 4.9%;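 note: 0% = median of compound wells and 100% = cells with positive control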
Target sequence (Q8TDV0 whole entry, looked up): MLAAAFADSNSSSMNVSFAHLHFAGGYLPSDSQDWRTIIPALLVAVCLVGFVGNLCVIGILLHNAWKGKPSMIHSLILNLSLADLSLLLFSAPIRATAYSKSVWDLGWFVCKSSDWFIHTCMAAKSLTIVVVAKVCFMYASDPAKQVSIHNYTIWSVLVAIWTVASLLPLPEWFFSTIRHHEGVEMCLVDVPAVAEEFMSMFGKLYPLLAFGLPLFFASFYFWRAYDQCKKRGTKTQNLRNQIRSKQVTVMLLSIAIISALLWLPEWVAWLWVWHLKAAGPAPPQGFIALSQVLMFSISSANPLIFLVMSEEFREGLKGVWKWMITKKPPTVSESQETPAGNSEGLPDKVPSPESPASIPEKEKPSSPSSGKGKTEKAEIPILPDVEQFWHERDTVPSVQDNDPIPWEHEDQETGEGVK
TEAD-YAP inh: TEAD-YAP interaction inhibition. HEK-TIYL cells, TEAD-Gal4/YAP UAS-luciferase luminescence. inhibition, % at 9.12 µM. 640,000 tested, 1.4% active. AID 1259422; in the data active = inhibition above about 32%;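 note: 0% = median of test compound wells and 100% = reference inhibitor wells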
MITF primary: human MITF inhibition, primary screen. O75030. AlphaScreen MITF homodimerization, bead proximity signal. inhibition, % at 2.6 µM. 650,000 tested, 0.91% active. AID 1259374; in the data active = inhibition above about 50%;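 note: 0% = vehicle wells with protein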
Target sequence (O75030 whole entry, looked up): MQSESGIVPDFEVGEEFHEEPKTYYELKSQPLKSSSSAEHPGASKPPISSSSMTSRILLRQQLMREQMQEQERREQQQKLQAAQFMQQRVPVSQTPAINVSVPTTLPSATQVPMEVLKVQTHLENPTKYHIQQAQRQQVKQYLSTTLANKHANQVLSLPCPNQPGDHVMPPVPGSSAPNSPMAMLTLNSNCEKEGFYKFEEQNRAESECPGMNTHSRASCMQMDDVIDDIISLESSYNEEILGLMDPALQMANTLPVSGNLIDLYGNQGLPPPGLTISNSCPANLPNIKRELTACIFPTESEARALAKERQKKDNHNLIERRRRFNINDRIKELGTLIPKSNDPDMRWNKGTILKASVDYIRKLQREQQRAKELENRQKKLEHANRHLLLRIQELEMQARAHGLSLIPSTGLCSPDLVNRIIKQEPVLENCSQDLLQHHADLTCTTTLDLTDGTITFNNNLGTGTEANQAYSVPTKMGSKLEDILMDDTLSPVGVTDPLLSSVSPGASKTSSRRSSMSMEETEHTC
Active calls of the source: *.

SMILES,FBW7 activator,GPR151 ag,TEAD-YAP inh,MITF primary
COc1ccc2nc(N3CCC(NCCc4ccccc4OC)CC3)nc(C)c2c1,0.0,-0.3,4,-20
C=CCS(=O)(=O)NCc1nc(NCCCc2ccccc2)c2ccccc2n1,-0.2,-0.4,-8,3
CC(C)(C)C(=O)NC(NCc1ccccc1)C(Cl)(Cl)Cl (stereo not given),0.2,3.5,13,-6
CCOC(=O)C1CCCN(c2nc(N)c(C#N)c(CC#N)c2C#N)C1 (stereo not given),0.2,-1.7,-12,0
CCCCCCCCC(=O)NNC(=O)c1c(O)c2ccccc2[nH]c1=O,0.2,0.6,0,9
COc1ccc2nc3c(cc2c1)CN(Cc1ccco1)C(=O)C(C)O3 (stereo not given),0.3,0.6,0,8
COc1cc(CN2CCN(C3CCN(Cc4ccccc4)CC3)CC2)cc(OC)c1OC,-0.2,-1.1,3,59*
COc1ccc(C(=O)Nc2nc(-c3ccc(C(C)(C)C)cc3)cs2)c(OC)c1,0.0,0.8,-5,9
COc1ccc(C(=O)/C=C/c2ccc(-c3ccc(OC)cc3)o2)cc1,0.1,-1.5,10,25
CCOC(=O)C(=O)c1c(-c2ccc(C)cc2)nc2ccccn12,0.1,1.0,6,-8
COc1ccc(S(=O)(=O)Nc2ccccc2SC)cc1C,0.1,1.4,-7,-6
COc1ccc(-n2ncc3c(NCc4ccccc4OC)ncnc32)cc1,0.0,0.2,-36,-7
CC(C)(C)c1ccc(NC(=O)C23CC4CC(CC(C4)C2)C3)cc1,-0.1,0.6,4,-10
O=C(c1ccccc1)N1CCN(c2nc(-c3ccccc3)c3cc(Cl)ccc3n2)CC1,1.9*,-0.5,2,17
O=C(c1cc(-c2ccc(Cl)cc2)cs1)N1CCOCC1,0.4,0.3,-71,24
CC1CCCC(NC(=S)NC(=O)c2cncc(Br)c2)C1C (stereo not given),0.4,-1.1,5,22
COc1ccccc1N1C(=O)C2C3C=CC(C2C1=O)C1C2C(=O)N(c4ccccc4OC)C(=O)C2C31 (stereo not given),0.1,3.1,9,-2
CCNC(=S)N1CCn2cccc2C1c1cc(OC)ccc1OC (stereo not given),-0.1,-1.5,-8,-1
CSc1cccc(NC(=O)CSc2nnc(N)s2)c1,1.0,-0.1,14,18
O=C(/C=C/c1ccco1)NC(=S)Nc1ccccc1[N+](=O)[O-],-0.1,1.5,6,18

SMILES,FBW7 activator,GPR151 ag,TEAD-YAP inh,MITF primary
CC1=C(C(=O)Nc2cc(C)ccn2)C(c2ccc([N+](=O)[O-])cc2)C2=C(CC(C)(C)CC2=O)N1 (stereo not given),0.1,-0.4,4,-9
COc1ccc(N2CCN(C(=O)CNC(=O)c3nn(-c4ccc(OC)cc4OC)c(=O)c4ccccc34)CC2)cc1,-0.2,-0.6,4,1
Nc1ccc(-c2nc3cc(Cl)ccc3o2)cc1,0.1,-2.2,-15,2
CCn1nc(C)c(CN2CCC(n3nccc3NC(=O)C3CC3)CC2)c1C,-0.1,-0.4,8,13
O=C1C2C(C(=O)N1/N=C/c1ccc(-c3ccc(Br)cc3)o1)C1C=CC2C12CC2 (stereo not given),-0.1,0.0,-2,9
COc1ccccc1C(C)N(C)Cc1nc(-c2ccc(OC)c(OC)c2OC)no1 (stereo not given),-0.1,-1.0,-17,0
CCN(CC)S(=O)(=O)c1cc(-c2nnc(-c3ccc(C)cc3)o2)ccc1C,0.0,0.5,2,11
Cc1ccc(S(=O)(=O)n2nc(C)cc2C)cc1,0.0,-1.6,1,14
COCCN1C(=O)CC(CC(=O)NCc2nc3ccccc3[nH]2)(c2ccccc2C)C1=O (stereo not given),-0.1,6.8*,-6,-3
CCn1c(=O)/c(=C\c2ccc(Cl)cc2)s/c1=C(/C#N)C(N)=O,0.0,-0.5,7,10
Cc1cc(NC(=O)c2cc(Cl)ccc2Cl)nc2c1c(=O)oc1ccccc12,0.8,-1.4,6,19
COc1ccccc1CNC(=O)c1nnn(Cc2ccc(SC)cc2)c1N,-0.2,-0.2,-3,-14
COCCCNC(=O)CN(c1ccc(OC)cc1)S(C)(=O)=O,0.8,1.0,4,-6
CCOC(=O)C(NC(C)=O)(N1CCc2ccccc2C1)C(F)(F)F (stereo not given),-0.1,-0.5,-8,-3
COC(=O)C1=C(C)NC(C)=C(C(=O)OC)C1c1ccccc1OCc1c(C)no[n+]1[O-],0.0,1.4,2,4
COc1ccc(C(=O)CC2(O)C(=O)N(CC(N)=O)c3ccccc32)cc1OC (stereo not given),0.3,-2.7,4,4
Cc1ccc(Cl)cc1N1CCN(C(=O)c2cnn3c(C)c(Cc4ccccc4Br)c(C)nc23)CC1,-0.1,3.5,11,16
CC1CCCCC12NC(=O)N(CC(=O)Nc1ccccc1-c1ccccc1)C2=O (stereo not given),0.1,2.3,-7,0
Cc1ccnc2nc(C(=O)Nc3nccs3)nn12,-0.1,-0.6,-23,8
C=CCN(CC=C)C(=O)CC1C(=O)NCCN1Cc1cccc(Oc2ccccc2)c1 (stereo not given),0.0,0.4,11,1

SMILES,FBW7 activator,GPR151 ag,TEAD-YAP inh,MITF primary
COC(=O)c1ccccc1NC(=O)CSc1nc2c(c(=O)[nH]1)CCCC2,-0.1,1.0,6,0
COc1ccc(S(=O)(=O)Nc2ccc(C(F)(F)F)cc2)cc1OC,0.0,-0.3,-10,0
N#Cc1c2n(c3c(=S)nc[nH]c13)CCCCC2,-0.1,-0.8,15,-1
CCOC(=O)c1cnn(-c2cc(=O)n(C)c3ccccc23)c1CNCc1csc(C)n1,0.0,0.1,-2,3
COc1cc(/C=C\C(=O)c2ccco2)cc(OC)c1OC,0.1,0.8,-13,-2
CC1(C)CC(=O)C2=C(C1)OC(c1ccc(Cl)cc1Cl)C(C#N)=C2N (stereo not given),0.2,10*,8,-4
Cc1ccc(NS(=O)(=O)c2cc([N+](=O)[O-])ccc2Cl)cc1,0.1,0.1,6,5
Cc1ccc(S(=O)(=O)C2(C(=O)N3CCN(C4CCCCC4)CC3)CC2)cc1,0.1,-1.0,-4,10
COC(=O)c1cccc(NC(=O)C(CCSC)NC(N)=O)c1 (stereo not given),0.0,-1.0,-6,1
O=C(CSc1ccc([N+](=O)[O-])cc1)NNc1c(F)c(F)cc(F)c1F,-0.1,0.6,-1,0
O=C1C2CC=CCC2C(=O)N1c1ccc(F)c(Cl)c1 (stereo not given),0.1,0.7,2,10
O=C(O)c1cc(NCc2ccccc2Cl)ccc1N1CCOCC1,0.1,-0.3,1,-3
C=CCOC(=O)C1=C(C)NC(=O)NC1c1cccc(Br)c1 (stereo not given),0.0,-1.0,3,14
COc1cc(-c2nc(Nc3cc(Cl)ccc3C)c3ccccc3n2)cc(OC)c1OC,0.1,0.0,8,-3
O=C(O)c1ccc(NC(=O)c2ccc(N3C(=O)c4ccccc4C3=O)cc2)cc1,0.3,-0.1,2,25
COc1ccccc1NC(=O)c1cc([N+](=O)[O-])ccc1N1CCOCC1,-0.1,0.3,-9,-1
O=C(CN1C(=O)COc2ccccc21)Nc1ccc(C2CCCCC2)cc1,0.0,0.0,2,8
CCOC(=O)C1CCCN(C(=O)CCNC(=O)Cn2cnc3sc4c(c3c2=O)CCCC4)C1 (stereo not given),0.2,-0.3,8,17
CCCCNC(=O)c1ccc2c(c1)N(Cc1ccccc1C)C(=O)CS2,-0.1,0.4,15,-2
CCn1c(C)c(C(C)=O)c(N2CCN(C(=O)c3ccco3)CC2)nc1=S,0.0,0.3,11,13

Gathered by group: the compounds so far with fluorine
SMILES,FBW7 activator,GPR151 ag,TEAD-YAP inh,MITF primary
CCOC(=O)C(NC(C)=O)(N1CCc2ccccc2C1)C(F)(F)F (stereo not given),-0.1,-0.5,-8,-3
COc1ccc(S(=O)(=O)Nc2ccc(C(F)(F)F)cc2)cc1OC,0.0,-0.3,-10,0
O=C(CSc1ccc([N+](=O)[O-])cc1)NNc1c(F)c(F)cc(F)c1F,-0.1,0.6,-1,0
O=C1C2CC=CCC2C(=O)N1c1ccc(F)c(Cl)c1 (stereo not given),0.1,0.7,2,10

Following part.
SMILES,FBW7 activator,GPR151 ag,TEAD-YAP inh,MITF primary
O=C(Nc1nc(-c2cc3ccccc3oc2=O)cs1)c1ccccc1Cl,0.0,0.5,15,3
Cc1cc(C)c(C(=O)Nc2ccc(Cl)cc2)c(C)c1,-0.1,-0.2,-14,13
Cc1ccc(S(=O)(=O)c2cc(O)c3ccccc3c2NS(=O)(=O)c2ccc(Cl)cc2)cc1,-0.1,-0.7,2,9
COc1ccc(OC)c(NC(=S)NC(NC(C)=O)C(Cl)(Cl)Cl)c1 (stereo not given),0.0,-1.3,4,15
CCCCc1cc(=O)oc2c(C)c(OC3CCCCC3=O)ccc12 (stereo not given),-0.3,0.5,-5,-1
CCOC(=O)N1CCN(C(=O)CCC2CCCC2)CC1,-0.1,-0.5,-1,7
COc1ccc(/C=C/c2nc3ccccc3c(=O)o2)cc1,0.1,-10,75*,-5
CCC(=O)N1C(C(=O)O)CSC1c1ccc(OC)cc1 (stereo not given),0.7,-0.6,2,11
COc1ccc2cc(C3(C)NC(=O)N(CC(=O)N4CCCCC4)C3=O)ccc2c1 (stereo not given),-0.1,2.7,-10,-5
CCOC(=O)c1c(NC(=O)CSc2nnc(CNC(=O)Cc3ccccc3)n2-c2ccccc2OC)sc2c1CCCCC2,0.4,-0.2,-15,-18
COc1cc(C(=O)N2CC(C)OC(C)C2)c([N+](=O)[O-])cc1OC (stereo not given),0.1,-1.1,4,12
CCN(CC)C(=O)Cc1nc(-c2ccc(OC)cc2)no1,-0.1,-1.9,-14,-1
CCCCN1C(=O)C2C(C(=O)Nc3ccc(Cl)c(Cl)c3)C3C=CC2(O3)C1C(=O)NC1CCCCC1 (stereo not given),0.1,-2.0,3,16
NC(=O)CSc1nc2sc3c(c2c(=O)n1C1CCCC1)CCCC3,-0.1,-0.4,-1,6
CC(=O)NS(=O)(=O)c1ccc(-c2ccc(/C=C(/C#N)c3nc4ccccc4[nH]3)o2)cc1,0.1,0.3,1,10
COc1ccc(/C=N/NC(=O)C(=O)Nc2cccc(Br)c2)cc1OC,0.0,0.0,13,1
CC12C=CC3(CN(Cc4ccccc4)C(=O)C3C1C(=O)NCc1ccccc1Cl)O2 (stereo not given),0.0,-0.1,5,10
Nc1cccc(Cl)c1NC(=O)c1ccccc1,-0.1,-0.7,2,-6
O=C(Oc1cccc(-c2cnc3ccccc3n2)c1)c1cc([N+](=O)[O-])ccc1Cl,0.3,-1.2,-38,11
CCOCCCNC(=O)c1cc2c(=O)n3ccccc3nc2n(Cc2cccnc2)c1=N,-0.1,-0.3,-7,14

6 compounds picked at random from those above:
SMILES,FBW7 activator,GPR151 ag,TEAD-YAP inh,MITF primary
NC(=O)CSc1nc2sc3c(c2c(=O)n1C1CCCC1)CCCC3,-0.1,-0.4,-1,6
O=C(Nc1nc(-c2cc3ccccc3oc2=O)cs1)c1ccccc1Cl,0.0,0.5,15,3
COc1ccc(/C=N/NC(=O)C(=O)Nc2cccc(Br)c2)cc1OC,0.0,0.0,13,1
COc1ccccc1NC(=O)c1cc([N+](=O)[O-])ccc1N1CCOCC1,-0.1,0.3,-9,-1
O=C(/C=C/c1ccco1)NC(=S)Nc1ccccc1[N+](=O)[O-],-0.1,1.5,6,18
COc1ccccc1CNC(=O)c1nnn(Cc2ccc(SC)cc2)c1N,-0.2,-0.2,-3,-14

The listing continues:
SMILES,FBW7 activator,GPR151 ag,TEAD-YAP inh,MITF primary
Cc1cc(C)c(CN2CCc3nnc(CCNC(=O)COc4ccccc4)n3CC2)cc1C,0.1,-0.7,0,0
O=C(C1CCCO1)N1CCC(c2c[nH]c3ccccc23)(c2c[nH]c3ccccc23)CC1 (stereo not given),-0.1,1.6,6,11
Cc1csc(NC(=O)CSc2ncnc3c2sc2nc4ccccc4cc23)n1,-0.1,-0.7,1,6
O=CN1CCN(C(=O)CN2C(=O)c3ccccc3S2(=O)=O)CC1,0.2,-0.8,-8,-9
NS(=O)(=O)c1ccc(N=Cc2ccc(F)cc2)cc1,0.1,2.5,-4,-16
NS(=O)(=O)c1cccc(NC(=O)CSc2nc3ccc([N+](=O)[O-])cc3s2)c1,0.3,-1.1,7,14
CCOC(=O)c1ccccc1NC(=O)CSc1nnc(Cc2ccc(Cl)cc2)o1,0.2,-0.8,-2,-10
CCc1ccccc1NC(=O)C(C)N1C(=O)c2ccccc2C1=O (stereo not given),-0.2,-0.3,6,-6
CCOC(=O)C(C(=O)Nc1ccc(-c2nc3ccc(C)cc3s2)cc1)C1CCCCC1 (stereo not given),0.2,0.9,-12,9
CCC(C)(C(=O)NC1CCCC1)N(C)C(=O)CNC(=O)c1ccccc1 (stereo not given),-0.1,-1.0,7,-29
